# From PubChem BioAssay
# PME-1 inh = blocks human protein phosphatase methylesterase 1; Q9Y570; recombinant PME-1, FP-Rh probe fluorescence polarization; inhibition, % at 5.9 µM; actives 0.53% (n = 320,000); AID 2130;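 active = inhibition above the campaign mean of all compounds plus 3 SD, cut at about 26% in these data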;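 note: competitive labeling of PME-1 active site by serine hydrolase directed probe; 0% = PME-1 with DMSO and 100% = wells lacking PME-1 enzyme; inhibitors block probe labeling so polarization falls and inhibition rises; many of its hits are not listed in these tables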
# Target sequence (Q9Y570 whole entry, looked up): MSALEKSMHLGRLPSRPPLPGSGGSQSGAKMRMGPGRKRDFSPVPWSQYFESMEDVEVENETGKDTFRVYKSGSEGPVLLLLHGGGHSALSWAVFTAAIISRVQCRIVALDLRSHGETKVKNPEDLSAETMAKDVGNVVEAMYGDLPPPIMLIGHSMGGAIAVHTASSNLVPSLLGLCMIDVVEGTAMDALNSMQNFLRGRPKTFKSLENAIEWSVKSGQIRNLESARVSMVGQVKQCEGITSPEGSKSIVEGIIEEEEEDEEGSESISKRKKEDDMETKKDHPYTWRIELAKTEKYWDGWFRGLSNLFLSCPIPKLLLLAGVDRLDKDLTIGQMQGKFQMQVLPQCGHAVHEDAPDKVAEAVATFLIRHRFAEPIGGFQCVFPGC
# Fam108B inh = Fam108B inhibition, counter-screen for RBBP9 inhibitors | recombinant Fam108B, FP-Rh probe fluorescence polarization | inhibition, % at 9.51 µM | actives 0.33% (n = 300,000);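 active = inhibition above the screen mean inhibition plus 3 SD, computed separately per campaign, cut at about 18% in these data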;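 note: inhibitors lower polarization as less probe binds the enzyme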
# BCLXL inh = inhibitors of human Bcl-xL; Q07817; GST-Bcl-xL / FITC-Bim BH3 peptide fluorescence polarization; inhibition, % at 10.9 µM; actives 0.7% (n = 320,000); AID 2129;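 active = inhibition above the mean of all tested compounds plus 3 SD, cutoff set per campaign, cut at about 30% in these data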;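 note: 0% = DMSO wells and 100% = unlabeled Bim-BH3 peptide competitor; inhibitors lower millipolarization by displacing the labeled peptide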
# GSTO1 inh = GSTO1 inhibition, counter-screen for RBBP9 inhibitors; P78417; recombinant GSTO1, activity-based probe fluorescence polarization; inhibition, % at 5.96 µM; actives 1.1% (n = 300,000);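 active = inhibition above the campaign mean inhibition plus 3 SD, cut at about 35% in these data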;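 note: 0% = GSTO1-1 with DMSO and 100% = wells lacking GSTO1-1 enzyme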
# Target sequence (P78417 whole entry, looked up): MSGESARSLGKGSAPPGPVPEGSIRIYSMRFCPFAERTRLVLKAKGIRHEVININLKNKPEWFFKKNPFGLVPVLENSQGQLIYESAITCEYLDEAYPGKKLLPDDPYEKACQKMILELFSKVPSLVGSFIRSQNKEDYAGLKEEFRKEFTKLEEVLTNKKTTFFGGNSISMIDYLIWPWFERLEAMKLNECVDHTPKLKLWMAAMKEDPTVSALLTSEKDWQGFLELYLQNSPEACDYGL
# PAD4 FP inh = PAD4 (human) enzyme inhibition; Q9UM07; recombinant PAD4, RCA probe fluorescence polarization; inhibition, % at 6.36 µM; actives 0.41% (n = 330,000);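 active = percent inhibition above a cutoff equal to the mean of all tested compounds plus 3 SD, cut at about 15% in these data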;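 note: 0% = PAD4 with RCA probe and DMSO and 100% = probe without PAD4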
# GLD-1 RNA inh = GLD-1-TGE RNA interaction inhibition (C. elegans) | Q17339 | purified GLD-1 + fluorescein TGE RNA, fluorescence polarization | inhibition, % at 5.96 µM | actives 0.44% (n = 320,000);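 active = percent inhibition above a per-plate cutoff, the plate mean of test compounds plus 3 SD, cut at about 30% in these data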;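 note: 0% = DMSO wells with GLD-1 and probe and 100% = wells lacking GLD-1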
# Target sequence (Q17339 whole entry, looked up): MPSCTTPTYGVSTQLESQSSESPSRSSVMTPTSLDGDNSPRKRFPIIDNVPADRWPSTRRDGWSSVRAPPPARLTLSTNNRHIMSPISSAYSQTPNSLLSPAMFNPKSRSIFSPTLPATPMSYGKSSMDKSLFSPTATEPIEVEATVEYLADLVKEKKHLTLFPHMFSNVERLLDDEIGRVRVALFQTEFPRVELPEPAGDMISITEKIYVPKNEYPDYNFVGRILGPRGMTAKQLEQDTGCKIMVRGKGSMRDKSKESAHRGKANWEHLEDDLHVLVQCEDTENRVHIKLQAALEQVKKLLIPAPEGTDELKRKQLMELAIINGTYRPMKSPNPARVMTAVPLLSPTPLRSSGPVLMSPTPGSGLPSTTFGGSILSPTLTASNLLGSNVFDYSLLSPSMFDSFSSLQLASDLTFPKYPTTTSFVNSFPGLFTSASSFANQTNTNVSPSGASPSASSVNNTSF
# TPT1 inh = C. albicans TPT1 enzyme inhibition; recombinant caTPT1, FP RNA substrate dephosphorylation; inhibition, % at 5 µM; actives 0.81% (n = 300,000); AID 1962;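 active = inhibition above the mean of all tested compounds plus 3 SD, set per screening campaign, cut at about 24% in these data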;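 note: plate controls were DMSO alone for no effect and ferristatin control at 100 nM for full effect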
# MEX-5 binding = C. elegans MEX-5 TCR-2 RNA binding activity. activity score (negative = inhibition of binding), % at 10 µM. MEX-5/FITC-TCR2 RNA binding, fluorescence polarization; hits give low values. actives 0.38% (n = 300,000). AID 1832;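 active = inhibition past about -25% in most replicates, and total fluorescence under double the plate's negative control median, limit read from the data; inconclusive = replicates evenly split on the limit, or fluorescence at least double controls; inactive = too little inhibition in most replicates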;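 note: 0% = DMSO and -100% = 5 µM competing unlabeled TCR2 RNA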
# MCL1 BIM primary = MCL1-BIM-BH3 interaction inhibition (human). GST-MCL1 / FITC-Bim-BH3 fluorescence polarization. inhibition, % at 10.9 µM. AID 2057. actives 0.68% (n = 320,000);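 active = inhibition above the mean inhibition of all tested compounds plus 3 SD, set per campaign, cut at about 40% in these data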;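 note: 0% = DMSO wells and 100% = unlabeled Bim-BH3 peptide control; higher means more loss of mP so more displacement of Bim peptide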
# An asterisk follows results filed as active; ? = inconclusive; . = not tested or not shown.
# Order of results: PME-1 inh	Fam108B inh	BCLXL inh	GSTO1 inh	PAD4 FP inh	GLD-1 RNA inh	TPT1 inh	MEX-5 binding	MCL1 BIM primary
> CSc1nc(N2CCOCC2)nc2ccc(C)cc12
 : 1	2	-2	14	-6	5	1	0.1	4
> Cc1onc(-c2ccccc2)c1CNC(=O)C1COc2ccccc2O1 (stereo not drawn)
 : -3	2	4	7	4	4	-1	3.1	-3
> CC(C)S(=O)(=O)C1=NSC2=NC(=O)/C(=C\c3ccc(OC(=O)c4ccco4)cc3)C(=N)N21
 : -1	-3	-5	-6	-1	-2	6	-3.9	-6
> CSc1ccccc1NC(=O)C1CCCO1 (stereo not drawn)
 : 1	-3	1	1	2	7	-1	0.0	4
> COc1ccccc1C(=O)C1CCCN(C(=O)c2cn3cc(Cl)ccc3n2)C1 (stereo not drawn)
 : 1	-3	5	5	0	9	0	-1.2	0
> CSc1ncccc1C(=O)Nc1cc(C)ccn1
 : -1	-2	0	0	1	-1	-4	2.0	0
> CCSc1nc2ccccc2n1C(=O)Oc1ccccc1
 : -6	5	3	0	0	4	2	2.7	10
> COc1ccc(-n2c(COc3ccc(C)cc3)nnc2SCC(N)=O)cc1
 : 2	-2	-65	22	1	-4	-3	0.8	-16
> COCCNC(=O)CN1CCC(NC(=O)C(C)(C)C)CC1
 : -4	-1	4	11	5	1	-1	0.4	8
> CCNC(=S)N/N=C(\C)c1cc2ccccc2o1
 : -5	0	4	2	-7	2	1	0.4	15
> CCCn1c2c(c(O)c(C(=O)NC)c1=O)CCCC2
 : -1	-4	-38	2	-5	-37	38*	-0.4	-44
> c1ccc(COc2ccc(OCCCCN3CCCC3)cc2)cc1
 : 0	1	6	-1	-2	2	1	-0.4	12
> O=C(NCc1ccco1)c1ccc2snnc2c1
 : -4	2	11	-3	-2	3	0	0.7	1
> C=CCOC(=O)C1=C(C)Nc2nnnn2C1c1cccs1 (stereo not drawn)
 : -6	-1	2	3	-5	-1	-2	1.3	-6
> COC(=O)c1[nH]c2ccc(C)cc2c1NC(=O)Nc1ccc(OC)cc1
 : 5	2	8	4	1	4	-3	-1.0	4
> COc1ccc(C(=O)/C(=C/N(C)C)S(=O)(=O)c2ccccc2)cc1
 : -1	7	2	6	6	1	-2	-0.3	7
> Cc1ccc(SCC(=O)OCC(=O)N2CCN(C(=O)c3ccco3)CC2)c(C)c1
 : 1	-2	-6	-5	4	1	4	0.6	-7
> CC(c1ccc(F)cc1)n1c(-c2cccs2)n[nH]c1=S (stereo not drawn)
 : 3	2	-8	5	1	3	-4	-0.4	1
> c1ccc(N2CCCCC2)c(Nc2nc3ccccc3n3cnnc23)c1
 : 3	-9	1	-7	-2	3	0	0.7	5
> COc1ccc(C(CCO)NC(=O)c2cccs2)cc1OC (stereo not drawn)
 : -3	2	-1	-2	0	-3	-3	1.8	1
> CCc1ccc(OCC(=O)N/N=C/c2cc([N+](=O)[O-])ccc2N2CCOCC2)cc1
 : -4	5	-2	2	-2	0	-1	-2.5	1
> O=C(CN1CCN(S(=O)(=O)/C=C/c2ccccc2)CC1)Nc1ccc(N2CCOCC2)cc1
 : -3	-1	5	4	3	8	-3	-0.2	3
> O=C(CN1CCN(C(=O)C2CCCO2)CC1)Nc1ccc(F)cc1 (stereo not drawn)
 : 1	3	3	1	0	-9	-2	-0.6	0
> CC(Oc1ccc(Br)cc1)c1nc2c3ccccc3nc(=S)n2[nH]1 (stereo not drawn)
 : 3	-3	2	-14	-3	-1	3	0.2	6
> COC(=O)c1cc2n(n1)CCN(Cc1ccc(F)cc1)C2=O
 : -4	0	3	4	-5	4	-1	0.3	0
> CCCOc1c(Cl)cc(C(=O)Nc2ccc3c(c2)OCO3)cc1OCC
 : -2	5	-1	-5	-2	2	0	-0.7	-4
> Cc1ccc2c(CN(C)Cc3cccc(Cl)c3)cc(=O)oc2c1C
 : -1	-7	2	-9	-4	-4	1	1.8	1
> CC(=O)N1CC(C)Oc2ccc(S(=O)(=O)NC(CC(=O)O)c3cc(C)ccc3C)cc21 (stereo not drawn)
 : -2	1	4	0	-5	6	-1	3.1	6
> C=CCN(C(=O)c1csnn1)C(C(=O)NCc1ccccc1)c1c(F)cccc1Cl (stereo not drawn)
 : 5	4	5	-1	-3	9	-2	-0.7	10
> Oc1[nH]c2ccccc2c1N=Nc1ccccc1F
 : -12	-7	-108	-12	-24	-143	138*	?	-261
> COc1ccccc1NC(=O)COC(=O)CCn1c(C)csc1=O
 : 5	0	-3	3	-6	2	0	-1.0	-1
> CN(CC(=O)Nc1cccc(F)c1)C(=O)c1ccc(N2C(=O)c3ccccc3C2=O)cc1
 : -2	.	3	.	3	3	.	.	-1
> CCn1c(SCC(=O)Nc2ccc(C)cc2)nnc1-c1cnccn1
 : -3	4	9	6	4	2	0	-3.6	8
> CCc1cc2c(=O)n(Cc3ccco3)c(SCC(=O)NCC3CCCO3)nc2s1 (stereo not drawn)
 : 7	0	3	-2	-2	2	-2	-2.5	-3
> O=C(Nc1cc(S(=O)(=O)N2CCOCC2)ccc1Cl)C(=O)c1c(-c2ccccc2)cc2ccccn12
 : 2	-2	2	-6	2	6	-2	3.4	6
> CCC1CCCCN1C(=O)CCS(=O)(=O)c1ccccc1 (stereo not drawn)
 : 1	1	6	5	3	3	-3	1.5	5
> CC(C)NC[C@@H](O)COc1ccc(CC(N)=O)cc1
 : 1	-4	7	1	4	3	-4	2.5	13
> CCc1nnc(NC(=O)CSc2nnc(CCc3nc4ccccc4[nH]3)n2C)s1
 : 2	-1	4	2	-1	5	-3	-3.6	-4
> CCOC(=O)C1CCN(C(=O)COC(=O)C2CCN(S(=O)(=O)c3ccc4c(c3)OCCO4)CC2)CC1
 : 3	2	3	-2	-6	-1	-1	-1.9	0
> Cc1c(C(=O)N(C)C2CCCCC2)sc2ncnc(N3CCN(c4ccccc4F)CC3)c12
 : 2	-3	3	-1	-1	2	-5	-0.1	9
> Cc1cc(Nc2ccc(N3CCOCC3)cc2)c2cccc(C)c2n1
 : 1	3	5	-1	2	4	-1	-1.0	10
> Cc1ccc(NC(=O)N2CCC(NC(=O)c3cccc(F)c3)CC2)cc1
 : 2	2	5	3	-2	4	-2	1.1	-2
> CC(C)(C)OC(=O)NCCc1nnc(SCc2c(Cl)cccc2Cl)o1
 : -1	2	0	7	0	4	-2	-0.3	-1
> COc1ccc(C)cc1NC(=O)CCC(=O)Nc1ccc2nc(N3CCN(C)CC3)cc(C)c2c1
 : 1	0	6	-5	-2	4	-4	1.0	8
> CCCc1cc(=O)[nH]c(=S)[nH]1
 : -2	-1	7	18	-2	3	-4	0.9	7
> CCC(CC)NC(=O)Nc1ccc(F)cc1F
 : 0	0	-9	-1	0	4	1	-0.7	-11
> CCOC(=O)c1ccc(NC(=O)COc2ccc(CNC3CCCCC3)cc2OC)cc1
 : -35	0	8	-7	-4	-2	0	0.9	-6
> COc1cc2c(cc1OC)C(NC(=O)C(F)(F)F)CNC2=O (stereo not drawn)
 : -2	2	6	16	-2	4	-3	3.3	9
> COc1ccccc1OCCCCCCN1CCN(C)CC1
 : 2	-1	7	6	-1	0	0	0.2	8
> Cc1cc(NC(=O)CCCn2nc([N+](=O)[O-])cc2C)no1
 : 4	-2	-2	5	3	0	5	-1.3	0

# Next structures:
# Order of results: PME-1 inh	Fam108B inh	BCLXL inh	GSTO1 inh	PAD4 FP inh	GLD-1 RNA inh	TPT1 inh	MEX-5 binding	MCL1 BIM primary
> COc1ccc(NC(=O)CSc2nnc(-c3ccccc3)n2Cc2ccco2)cc1OC
 : 6	1	-2	0	1	3	1	1.1	1
> COC(=O)c1ccc(/C=C2\Oc3ccccc3NC2=O)cc1
 : -6	-15	2	12	6	-4	1	-6.3	3
> FC(F)(F)c1cccc(NCc2cn3cccnc3n2)c1
 : 5	3	4	1	-1	2	1	2.8	0
> COc1ccc(CNC(=O)C2=CC(c3ccc(C)cc3)=NS(=O)(=O)N2C)cc1
 : -3	-6	5	0	1	4	-3	2.4	8
> CCCCn1c(N)c(N(Cc2ccccc2OC)C(=O)CC2OC(=O)c3ccccc32)c(=O)[nH]c1=O (stereo not drawn)
 : 6	2	1	-3	-3	-3	-2	3.9	2
> Cc1ccc(C(=O)Nc2ccccc2C(N)=O)o1
 : -6	-1	6	11	-2	4	-6	3.0	7
> COc1ccc(C(C#N)c2ccc(=O)[nH]n2)cc1 (stereo not drawn)
 : 2	6	3	-4	0	-1	0	-1.9	1
> CCOC(=O)CSCC(=O)Nc1cc(C)ccc1C
 : 2	6	3	5	-6	2	-2	-0.4	6
> O=C(N/N=C/c1c[nH]c2ccccc12)c1cccc(Cl)c1
 : 16	1	-3	-3	1	7	1	-0.7	-5
> CC(C)(CCC(=S)N1CCOCC1)C1CCCCC1
 : -6	2	-1	1	-1	4	0	-0.3	0
> CCCCc1n[nH]c(=S)n1Cc1ccc(Cl)cc1
 : -2	1	-24	7	4	-2	0	-0.5	-17
> O=S(=O)(c1ccc(F)c(F)c1F)N1CCN(C(=S)NCc2ccccc2)CC1
 : 1	-9	5	0	3	7	-1	2.0	7
> COc1ccccc1-n1c(=O)c(C#N)c(-c2ccc([N+](=O)[O-])cc2)c2cc(C(=O)c3cc(F)ccc3O)cnc21
 : 1	-2	1	-7	-4	-5	1	1.5	-4
> CN(C)c1ccc(CNCCC(Cc2ccccc2)c2ccco2)cc1 (stereo not drawn)
 : -1	-1	2	14	-1	5	0	2.6	1
> COc1ccc(NC(=O)c2cncc(Br)c2)cc1S(=O)(=O)N1CCCCC1
 : 6	-3	1	-4	-2	-2	-3	1.7	0
> COc1ccccc1COC(=O)Nc1c(C)nn(C)c1Cl
 : -4	10	9	-1	0	-3	-3	-0.5	2
> COCCNC(=S)Nc1ccc2nsnc2c1
 : -1	-1	7	13	-3	-2	3	-2.2	13
> CCC(=O)Nc1ccc2c(c1)ncn2CCc1ccccc1
 : 6	0	1	-1	1	-10	3	0.0	4
> CCN(CC)c1ccc(N=CN2CCOCC2)cc1
 : -3	2	3	2	-12	1	2	0.7	5
> Cc1cc(C)cc(-n2ncc3c2CCCC3NC(=O)c2cc(C)n(C)n2)c1 (stereo not drawn)
 : -3	-3	-1	3	-2	5	-1	4.6	-1
> C=CCSc1nnc(-c2c[nH]c3ccccc23)n1CCOC
 : -2	0	6	-4	0	6	-1	-2.1	0
> CCN(CC)C(=O)c1[nH]cnc1C(=O)Nc1ccc(C)cc1
 : -5	.	1	.	3	-1	.	.	2
> c1ccc(CNc2cncnc2)cc1
 : -2	2	10	2	-1	-6	1	-1.4	4
> O=C(COc1ccc(Cl)cc1)NCc1nnc(SCC(=O)Nc2ccccc2F)o1
 : 2	-3	2	1	6	2	-3	-0.7	-5
> O=C(Nc1ccc(Cl)cc1)[C@@H]1[C@@H]2C(=O)N(c3ccc4ccccc4c3)C(=O)[C@@H]2[C@H]2C=CC=NN21
 : -7	-6	21	-9	-1	3	1	1.2	17
> CC1C(c2ccccc2)N(C)C(c2ccccc2)C(C)C1(O)C#Cc1ccccc1 (stereo not drawn)
 : -8	-7	5	-3	-1	6	1	.	3
> CC1CC(=O)Nc2ccccc2N1S(=O)(=O)c1cccc(Cl)c1 (stereo not drawn)
 : 0	-2	-1	1	-5	0	-2	-0.6	2
> O=C(CN1CCCN(Cc2ccc(F)cc2Cl)C1=O)NC1CCCCCCC1
 : 3	-1	-2	-2	-6	-3	2	1.5	-3
> Cc1cnc(C(=O)Nc2ccccc2-c2nnn(CC(=O)NC3CCCC3)n2)cn1
 : 0	1	7	11	5	-5	-2	1.5	0

# Not all compounds are listed. The share of hits here may be higher or lower than overall.
